Screening results from PubChem BioAssay.
Nrf2 ARE act: qHTS of Nrf2 Activators | Potency, µM (highest dose often 46.1 µM), without a hit: at the top dose activation, hits mostly activators | AREc32 ARE-luciferase reporter (MCF7-derived line), luminescence, 24 h | 410,000 compounds, 0.31% hits; further: potency means the concentration at half of the fitted maximal effect; % of control where 0% means no effect; nearly all actives have a fitted effect of over 65% in size
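Nrf2 activation is followed as ARE-luciferase induction in the AREc32 line after one day of compound treatment; luminescence is read with Steady-Glo.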
TGFb inhibitor: qHTS for Inhibitors of TGF-b; Potency, µM (highest dose often 46.1 µM), inactives show at the highest dose activity, negative = inhibition, usual class: inhibitors; AID 588855, 2011; 410,000 compounds, 1.2% hits; HepG2 CAGA-GFP TGF-b/SMAD3 reporter, GFP fluorescence, 18 h; TGF-beta stimulated, 500 pg/mL final; further: potency means the concentration at half of the fitted maximal effect; on the % scale 0 is the no-effect control and ±100 the full control effect; nearly all actives have a fitted effect of over 65% in size
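Read-out: total well GFP (ex488/em500-530) summed from mean per-cell fluorescence. Cells: HEPG2 CAGA-GFP, 1% FBS DMEM, 18 h at 37 degrees C with 500 pg/mL final TGF-beta. Unstimulated wells served as the full-inhibition control; stimulated DMSO wells = 0%.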
CCT modulator: High-Throughput Screening for Modulators of Cytosolic Chaperonin Activity | purified chaperonin ATPase assay, HTRF ADP detection, 30 min | activity change, % (concentration not given with the values), hits read low | 360,000 compounds, 0.3% hits | AID 651819, 2012; in the data active means activity change below about -30%; further: on the % scale 0 is the no-effect control and ±100 the full control effect
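Nucleotide hydrolysis assay: TRiC at 20–40 nM final (set by batch activity) with 10 uM ATP, 30 min at 37 °C, in presence of 76 uM compound. Detection by competitive ADP HTRF, 30 min ambient.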
A549 tox: Nrf2 qHTS screen for inhibitors: counterscreen for cytotoxicity; A549 ARE-Fluc cells, CellTiter-Fluor viability, 18-24 h; Potency, µM (doses to about 46 µM), without a hit: top-dose activity change, negative = cytotoxicity, usual class: inhibitors; 390,000 compounds, 0.16% hits; AID 504648, 2011; further: potency means the concentration at half of the fitted maximal effect; on the % scale 0 is the no-effect control and ±100 the full control effect
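A549 ARE-Fluc cells in 5% FBS OPTI-MEM, 5000 cells/well, rested 2 h then exposed to compounds in concentration-response for 18-24 h at 37 °C. Viability by CellTiter-Fluor fluorescence (Ex 405/Em 525) after 30 min; luciferase luminescence (BugLite, 15 min, RT) read afterwards.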
Nrf2 inh: Nrf2 qHTS screen for inhibitors. AID 504444, 2011. Potency, µM (highest dose often 46 µM), for inactives: at the top dose activity change, negative = inhibition, hits mostly inhibitors. 360,000 compounds, 2.1% hits. A549 ARE-Fluc reporter, luciferase luminescence, 18-24 h; further: potency means the concentration at half of the fitted maximal effect; on the % scale 0 is the no-effect control and ±100 the full control effect; nearly all actives have a fitted effect of over 60% in size
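Nrf2 activity is the BugLite luminescence, read 15 min after reagent at room temperature, following CellTiter-Fluor cytotoxicity readout (30 min, 37C). Compound titrations were applied for 18-24 h to 5000 A549 ARE_Fluc cells/well in 5% FBS OPTI-MEM.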
pAkt inh: HTS Assay for Inhibitors of Akt Phophorylation: Primary Screen | activity change, % for hits at 50 µM | Neuro2A IGF-stimulated pAkt S473 HTRF, 20 min; hits give low values | 360,000 compounds, 0.32% hits; in the data active means activity change below about -80%; inconclusive means mostly about -51% to -80%; further: on the % scale 0 is the no-effect control and ±100 the full control effect
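Neuro2A cells in DMEM with 0.5% FBS, overnight at 37 deg C, given compound at single 50 µM final, then IGF (6 nM final) for 20 min at 37 deg C. Lysed; phospho-Akt Ser473 by HTRF after 24 h, 665/615 ratio.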
HepG2 tox: qHTS for Inhibitors of TGF-b: Cytotox Counterscreen | HepG2 CAGA-GFP viability, ATP luminescence, 18 h | 410,000 compounds, 0.76% hits | Potency, µM (top dose mostly 46.1 µM), without a hit: at the top dose activity change, negative = cytotoxicity, most hits filed as cytotoxic; further: potency means the concentration at half of the fitted maximal effect; some results filed as inactive show a strong effect at the top dose
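CellTiter-Glo luminescence gave cytotoxicity after 18 hours at 37 degrees C. The cells were HepG2 CAGA-GFP in 1% FBS DMEM, stimulated with 500 pg/mL TGF-beta after compound addition. %Activity was normalised to no-cell wells (complete cell-killing) and DMSO (no toxicity), and curves were fitted and classified.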
ATXN viability: Viability Counterscreen for Primary qHTS for Inhibitors of ATXN expression; S2 cells (HEK-293 line with an ATXN2-luciferase reporter) viability, CellTiter-Fluor protease fluorescence, 24 h; Potency, µM (top dose mostly 56.7 µM), most hits filed as cytotoxic; 400,000 compounds, 0.49% hits; AID 651635, 2014; further: potency means the concentration at half of the fitted maximal effect; nearly all actives have a fitted effect of over 40% in size
Mm-Cpn inhibitor: Inhibitors of TCP-1 ring complex (TRiC) of Methanococcus maripaludis (MmCpn): qHTS; Potency, µM (doses to about 76.9 µM), inactives show at the top dose activity, negative = inhibition, actives largely listed as inhibitors; purified Mm-Cpn ATPase, ADP Transcreener TR-FRET; 330,000 compounds, 0.031% hits; AID 504842, 2011; further: potency means the concentration at half of the fitted maximal effect; on the % scale 0 is the no-effect control and ±100 the full control effect; nearly all actives have a fitted effect of over 80% in size
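Inhibition of chaperonin ATP hydrolysis is measured as reduced ADP production, detected by competitive TR-FRET in which signal falls with ADP. Final enzyme 25 nM and ATP 10 uM, reacted 30 min at 37°C.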
Numbers without * were called inactive; i = inactive; ? = inconclusive; . = not tested or not shown. Unless noted, the call rests on the fitted dose curve; in most records, active means well fitted curve in the direction sought with a large enough effect; inconclusive means small, poorly fitted or top-dose-only effect, or another doubt; inactive means no such curve, though single readings can be large; an effect the other way counts as inactive or inconclusive.

SMILES	Nrf2 ARE act	TGFb inhibitor	CCT modulator	A549 tox	Nrf2 inh	pAkt inh	HepG2 tox	ATXN viability	Mm-Cpn inhibitor
CCOc1ccc(C2=NC(c3cccs3)=Nc3ccc(C(C)C)cc3N2)cc1	8.3%	-23%	.	-18%	9%	.	-12%	i	.
CC(C)CC(=O)NC1(C(F)(F)F)C(=O)Nc2c1c(=O)[nH]c(=O)n2Cc1ccco1 (stereo unspecified)	0.0%	1%	-0.9	-5%	5%	i	-9%	i	-9%
CC[C@@H]1CCCCc2ccccc2[C@@H](C(=O)C[C@H](O)CC(C)=O)OC1=O	3.3%	-17%	0.4	8%	?	i	-2%	i	-3%
COc1cccc(Oc2ccc(N)cn2)c1	-0.1%	1%	0.1	-2%	4%	i	-2%	i	1%
CCOc1ccccc1NC(=O)C(C)N1C(=O)c2ccccc2S1(=O)=O (stereo unspecified)	0.3%	-1%	-1.6	6%	6%	i	-8%	i	0%
CC(=O)c1ccc(OCCCC(=O)NNC(=O)c2ccccn2)cc1	0.4%	13%	-0.6	-6%	?	i	-2%	i	-2%
O=C(O)/C=C/C(=O)N1CCN(S(=O)(=O)c2cccc(C(F)(F)F)c2)CC1	0.0%	-7%	-1.1	3%	11%	i	-1%	?	2%
Cc1cc(Br)c(NC(=O)CN(C)CCOc2ccccc2)c(Br)c1	0.7%	-16%	-3.2	1%	-17%	i	-13%	i	-1%
CNC(=O)N(C1=NCC(C)(C)S1)c1ccc(F)c(Cl)c1	0.3%	5%	-2.8	6%	0%	i	-8%	i	1%
CCCCCCCCC(=O)N1CCN(c2cc3c(cc2F)c(=O)c(C(=O)O)cn3CC)CC1	-0.1%	1%	2.9	0%	1%	i	5%	i	1%
CCc1ccc(NC(=O)CSc2ccc(-c3sc(-c4ccccc4)nc3C)nn2)cc1	6.3%	22%	.	-2%	?	.	3%	.	.
O=C(Nc1ccc(N2CCOCC2)c(Cl)c1)C1CCCCC1	0.6%	?	-0.5	0%	-3%	i	8%	i	2%
Cc1nc2ccccn2c1C(=O)NCC(C)C	0.1%	5%	0.5	1%	16%	i	-4%	i	0%
O=C(c1cc(-c2ccc(F)cc2)on1)N1CCCc2ccccc21	8.2%	1%	0.8	-1%	-1%	i	-7%	i	-1%
Cn1c(=O)c2c(-c3ccccc3)n3c(c2n(C)c1=O)C(c1ccccc1[N+](=O)[O-])Nc1ccccc1-3 (stereo unspecified)	3.6%	?	.	14%	1%	.	-9%	i	.
COc1ccc(CCNC(=O)CCc2cc(OC)c(OC)c(OC)c2)cc1	-0.5%	5%	-1.7	2%	-4%	i	-17%	?	2%
CCOC(=O)C1CCN(C(=O)Cn2nc(C)n3cccc3c2=O)CC1	-0.5%	-1%	0.4	-1%	-15%	.	2%	i	3%
CCCCN(C)CCCNC(=O)c1ccc2c(c1)NC(=O)C(N1CCOCC1)S2 (stereo unspecified)	-0.1%	-28%	-0.8	-1%	-3%	i	-9%	i	-1%
COc1ccc(OC)c(C=Cc2ccc([N+](=O)[O-])cc2)c1	?	2%	-3.4	.	.	i	-17%	.	.
CC(=O)Nc1ccccc1OC(=O)N1CCOCC1	0.0%	-8%	0.1	0%	-10%	.	-7%	i	0%
CC(=O)N(CC(=O)Nc1sc(C)c(C)c1C(N)=O)Cc1ccccc1	4.2%	4%	-0.6	-4%	11%	i	-4%	i	-1%
Cc1cc(OCC[N+]2(C)CCCCC2)nc2ccccc12	-0.5%	0%	-1.0	0%	-25%	i	1%	i	2%
CCN1CCc2nc3ccccc3c(C(=O)Nc3ccc(F)cc3)c2C1	0.9%	24%	1.1	0%	0%	i	1%	i	0%
COc1ccc(C(=O)c2ccc([N+](=O)[O-])cc2)cc1S(=O)(=O)N1CCC(C(=O)O)CC1	-0.4%	2%	-1.1	7%	15%	i	-3%	i	0%
COc1ccc2oc(=O)c(C(=O)NCCc3c(C)[nH]c4ccc(C)cc34)cc2c1	-1.8%	1%	.	-10%	2%	.	-20%	i	.
O=C1Cc2ccccc2Sc2ccc(Cl)cc21	-0.5%	0%	2.9	-4%	-11%	i	-3%	i	-17%
O=C(c1cccc(C(=O)N2CCN(c3ncccn3)CC2)c1)N1CCN(c2ncccn2)CC1	-1.0%	2%	0.0	-1%	-6%	.	3%	i	1%
CC(C)(C)N1C(=O)c2ccc(C(=O)Nc3nccs3)cc2C1=O	3.9%	0%	-0.6	-10%	.	i	-14%	i	0%
COc1ccc(OC)c(NC(=O)COC(=O)COc2c(Cl)cc(Cl)c3ccc(C)nc23)c1	-0.9%	-6%	0.1	2%	9%	i	-7%	i	.
O=C1NC(c2cccc(Cl)c2)Oc2ccccc21 (stereo unspecified)	-0.5%	-1%	-1.2	-5%	?	i	-2%	i	-2%
COCC(=O)Nc1cc(C)c2c(=O)oc3ccccc3c2n1	23%	-4%	-2.5	7%	19%	i	-14%	i	-1%
Cc1ccc(NC(=O)CN(C)C(=O)c2ccc3[nH]c4c(c3c2)CC(C)CC4)cc1 (stereo unspecified)	0.2%	?	-3.2	-3%	-19%	i	-14%	i	0%
COc1ccccc1Cn1c(C)c(C(=O)NCc2ccc3c(c2)OCCO3)sc1=O	3.4%	-4%	-1.6	.	.	i	-9%	i	.
CCn1c(C)cc2c(c1=O)C(c1ccncc1)C(C#N)=C(N)O2 (stereo unspecified)	-0.4%	1%	1.1	-2%	4%	i	0%	i	0%
Cc1cccc(NC(=O)COC(=O)c2ccccc2-c2nc3ccccc3s2)c1C	0.1%	?	-2.1	-7%	-16%	i	-26%	i	-8%
O=C(c1ccc(S(=O)(=O)N2CCCC2)cc1)N(c1ccccc1)C1C=CS(=O)(=O)C1 (stereo unspecified)	-0.7%	-15%	-2.8	-1%	0%	i	-7%	i	0%

Eleven consecutive compounds already listed, quoted:
SMILES	Nrf2 ARE act	TGFb inhibitor	CCT modulator	A549 tox	Nrf2 inh	pAkt inh	HepG2 tox	ATXN viability	Mm-Cpn inhibitor
O=C1Cc2ccccc2Sc2ccc(Cl)cc21	-0.5%	0%	2.9	-4%	-11%	i	-3%	i	-17%
O=C(c1cccc(C(=O)N2CCN(c3ncccn3)CC2)c1)N1CCN(c2ncccn2)CC1	-1.0%	2%	0.0	-1%	-6%	.	3%	i	1%
CC(C)(C)N1C(=O)c2ccc(C(=O)Nc3nccs3)cc2C1=O	3.9%	0%	-0.6	-10%	.	i	-14%	i	0%
COc1ccc(OC)c(NC(=O)COC(=O)COc2c(Cl)cc(Cl)c3ccc(C)nc23)c1	-0.9%	-6%	0.1	2%	9%	i	-7%	i	.
O=C1NC(c2cccc(Cl)c2)Oc2ccccc21 (stereo unspecified)	-0.5%	-1%	-1.2	-5%	?	i	-2%	i	-2%
COCC(=O)Nc1cc(C)c2c(=O)oc3ccccc3c2n1	23%	-4%	-2.5	7%	19%	i	-14%	i	-1%
Cc1ccc(NC(=O)CN(C)C(=O)c2ccc3[nH]c4c(c3c2)CC(C)CC4)cc1 (stereo unspecified)	0.2%	?	-3.2	-3%	-19%	i	-14%	i	0%
COc1ccccc1Cn1c(C)c(C(=O)NCc2ccc3c(c2)OCCO3)sc1=O	3.4%	-4%	-1.6	.	.	i	-9%	i	.
CCn1c(C)cc2c(c1=O)C(c1ccncc1)C(C#N)=C(N)O2 (stereo unspecified)	-0.4%	1%	1.1	-2%	4%	i	0%	i	0%
Cc1cccc(NC(=O)COC(=O)c2ccccc2-c2nc3ccccc3s2)c1C	0.1%	?	-2.1	-7%	-16%	i	-26%	i	-8%
O=C(c1ccc(S(=O)(=O)N2CCCC2)cc1)N(c1ccccc1)C1C=CS(=O)(=O)C1 (stereo unspecified)	-0.7%	-15%	-2.8	-1%	0%	i	-7%	i	0%

More results
SMILES	Nrf2 ARE act	TGFb inhibitor	CCT modulator	A549 tox	Nrf2 inh	pAkt inh	HepG2 tox	ATXN viability	Mm-Cpn inhibitor
CCc1nc2ccc(C(=O)N(C)CC(=O)Nc3ccc(F)c(F)c3F)cc2nc1CC	-0.2%	3%	4.0	1%	-7%	i	-3%	i	-1%
CCOc1ccccc1N1CCN(C(=O)c2c(-c3c(F)cccc3Cl)noc2C)CC1	-0.4%	9%	0.3	0%	-21%	i	-5%	i	.
O=C(COc1ccc2c(-c3ccccc3)cc(=O)oc2c1)N[C@@H](Cc1c[nH]c2ccc(O)cc12)C(=O)O	-0.6%	8%	0.5	3%	2%	i	3%	i	0%
CC(C)CNC(=S)NC1CC2CCCC(C1)N2Cc1cccs1 (stereo unspecified)	-1.2%	2%	-2.5	-8%	-8%	i	-14%	i	0%
O=C(NCCCN1CCCC1=O)c1cc(-c2cccnc2)nc2ccc(Cl)cc12	-0.8%	5%	-0.4	-1%	1%	i	-8%	i	-3%
O=C(NCc1ccccc1)/C(=N\O)c1ccccc1	3.5%	2%	-0.8	2%	12%	i	6%	i	3%
COc1ccc(/C(O)=C2\C(=O)C(=O)N(CC3CCCO3)C2c2cc(OC)ccc2OC)cc1 (stereo unspecified)	0.2%	11%	-22	-6%	-4%	i	0%	i	0%
CC(=O)c1cccc(Nc2nc(-c3ccccc3)cs2)c1	4.3%	1%	-4.0	-2%	?	i	-9%	i	-2%

Not a hit list. Share with any hit: about 4.4%.
